From PubChem
m-calpain inh – blocks pig calpain II enzyme activity; AID 1236; hit rate 0.37% among 220,000; inhibition, % at 16 µM; purified calpain II, fluorogenic peptide substrate, 30 min;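 active = inhibition above about 50%, limit read from the data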
TRPML3 ag – agonists of human TRPML3 channel; hit rate 0.29% among 220,000; HEK293 TRPML3-YFP, Fluo-8 calcium fluorescence; 100% = the carbachol control signal; Q8TDD5; activation, % at 3 µM;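 active = activation above its plate's cutoff, the mean activation of the plate's test wells plus 3 SD, cut at about 12% in these data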;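 also: 0% = DMSO only wells and 100% = carbachol wells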
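Material: TRPML3-YFP stable HEK293 cells | Dosing: One concentration, 3 µM nominal, 0.3% DMSO | Timing: 125 s total fluorescence read per well | Technique: Fluo-8 calcium dye fluorescence, ex 470-495, em 515-575 nm | Measure: Percent activation from peak-to-basal fluorescence ratio, scaled between DMSO and carbachol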
thrombin 1536 – inhibitors of human thrombin; alpha-thrombin, Boc-VPR-AMC fluorogenic substrate cleavage; P00734; inhibition, % at 5 µM; hit rate 0.26% among 220,000;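 active = inhibition at or above 40%; inactive = inhibition below 40%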;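 also: 0% = enzyme with no compound and 100% = wells without enzyme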
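Assay system: human alpha-thrombin enzyme. Reagent: Boc-VPR-AMC substrate, 15 µM final. Compound dosing: one concentration per compound, 5 µM, with 0.2% DMSO. Incubation: room-temperature reaction. Technique: AMC fluorescence, 355/460 nm. Measure: % inhibition relative to enzyme controls and enzyme-free blanks.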
Tb hexokinase – blocks Trypanosoma brucei hexokinase 1 activity; recombinant TbHK1, G6PDH-coupled NADH A340; inhibition, % at 10 µM; hit rate 0.11% among 220,000; AID 1430;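 active = inhibition of 50% or more in the single-dose primary screen; inactive = inhibition below 50%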
PPC-1+TRAIL kill – PPC-1 cancer cell killing with TRAIL present; PPC-1 cells + TRAIL, ATPLite viability luminescence; cell killing (% activity), % at 4 µM; hit rate 0.41% among 220,000;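 active = cell killing above 50% in the first pass at 4 µM, then a duplicate retest at 5 µM averaging 50% or more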;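 also: plate controls were cells with TRAIL plus DMSO for no effect and medium-only wells lacking cells for full effect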
zfTRPN1 agonist – activates the zebrafish TRPN1 channel; HEK293 zebrafish TRPN1-YFP, Fluo-8 calcium fluorescence; 100% = response to 87 µM carbachol; activation, % at 3 µM; hit rate 0.18% among 220,000;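 active = activation above its plate's cutoff, the mean activation of test wells on that plate plus 3 SD, cut at about 19% in these data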;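 also: 0% = DMSO alone and 100% = 87 µM carbachol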
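Material – zebrafish TRPN1-YFP in HEK293 cells · Doses – 3 µM single point · Schedule – dye 1 h 37 °C plus 30 min RT · Signal – Fluo-8 calcium fluorescence, excitation 470-495 nm, emission 515-575 nm · Read-out – % activation versus carbachol response · Control set – carbachol high, DMSO low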
Furin inhibitor – inhibitors of human furin; P09958; purified furin, fluorogenic substrate cleavage; inhibition, % at 30 µM; hit rate 0.061% among 220,000; in the data active = inhibition above about 25%; also: inactives centre near -15
Target sequence (P09958 108-714 limits assumed): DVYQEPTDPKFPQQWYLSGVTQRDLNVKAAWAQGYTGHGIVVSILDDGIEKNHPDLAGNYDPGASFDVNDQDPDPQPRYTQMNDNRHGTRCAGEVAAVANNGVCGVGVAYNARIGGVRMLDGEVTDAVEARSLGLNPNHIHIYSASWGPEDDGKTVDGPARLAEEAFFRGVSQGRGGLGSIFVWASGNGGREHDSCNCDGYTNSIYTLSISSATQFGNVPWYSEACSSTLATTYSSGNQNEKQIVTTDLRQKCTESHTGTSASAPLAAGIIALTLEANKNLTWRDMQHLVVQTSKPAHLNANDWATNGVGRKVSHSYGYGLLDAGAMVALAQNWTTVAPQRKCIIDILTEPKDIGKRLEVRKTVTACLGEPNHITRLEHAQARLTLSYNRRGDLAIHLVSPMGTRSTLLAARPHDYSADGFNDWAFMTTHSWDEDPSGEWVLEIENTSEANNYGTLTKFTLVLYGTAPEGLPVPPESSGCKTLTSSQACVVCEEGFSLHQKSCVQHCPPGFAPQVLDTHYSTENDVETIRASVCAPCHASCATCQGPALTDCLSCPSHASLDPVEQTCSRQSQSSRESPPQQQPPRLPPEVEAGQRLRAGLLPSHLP
EBV gp42 block – EBV gp42 inhibition | inhibition, % (tested at 21.74 µM) | Fluorescence polarization binding assay, mP read-out | hit rate 0.42% among 220,000 | Q1HVG2; in the data active = inhibition above about 50%
Target sequence (Q1HVG2 whole entry, looked up): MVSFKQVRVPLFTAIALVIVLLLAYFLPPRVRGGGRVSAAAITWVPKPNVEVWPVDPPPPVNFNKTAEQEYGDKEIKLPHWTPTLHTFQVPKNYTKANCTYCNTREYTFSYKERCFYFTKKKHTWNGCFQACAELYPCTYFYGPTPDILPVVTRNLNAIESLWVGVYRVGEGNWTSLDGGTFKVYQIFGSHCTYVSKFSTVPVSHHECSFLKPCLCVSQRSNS
KCC2 mod – KCC2 (human) Cl- transport modulation | B-score of Tl+ flux slope (higher = more flux/activation; lower = inhibition) at 10 µM | hit rate 2.2% among 190,000 | AID 1456 | Q9H2X9 | KCC2 cells, thallium flux FluoZin-2 fluorescence;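 active = thallium flux slope and its plate-corrected score both differing from the plate sample mean at a set confidence after two filtering rounds, in either direction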;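 also: slope of fluorescence scaled to starting intensity during 10 to 20 s after thallium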
* hit, by the source's call; i = inactive; nt = not tested or not shown; [ ] = remark or other dose. Compounds as they come; about 3.6% have a hit in one of these screens.

#1 CN(C)c1cccc2c1c(NC(=O)Nc1ccc(F)cc1F)nn2C
#2 CCOc1ccc(-n2c(Cc3cc(=O)[nH]c(=O)[nH]3)nnc2SC(C)C(=O)OC)cc1 (stereo not drawn)
#3 CCN(CC)S(=O)(=O)c1ccc(NS(=O)(=O)c2ccc(O)c([N+](=O)[O-])c2)cc1
#4 CC(=O)N/C(=C/c1ccc2c(c1)OCO2)C(=O)NCC(=O)O
#5 C=CCn1c(SCC(=O)Nc2cccc3ccccc23)nnc1-c1cnccn1
#6 COCCNC(=O)c1ccc(Cl)c(Cl)c1
#7 COc1ccc(S(=O)(=O)N(CC(=O)N/N=C/c2ccccc2C(=O)O)c2ccccc2OC)cc1
#8 CCN(Cc1ccccc1)C(=O)CN1C(=S)NC(C)(C)CC1C (stereo not drawn)
#9 O=C1C=C(NNC(=O)c2cccnc2)CC(c2ccco2)C1 (stereo not drawn)
#10 NC(=O)c1cc2n(n1)C(C(F)(F)F)CC(c1ccco1)N2 (stereo not drawn)
Assay by compound,1,2,3,4,5,6,7,8,9,10
TRPML3 ag,-0.9,-0.2,0.9,0.3,-0.2,0.6,1.4,0.1,3.6,0.6
PPC-1+TRAIL kill,-6,-3,-4,16,16,-2,8,0,-1,36
Furin inhibitor,-2,-19,-19,-21,-10[20 µM],-21[20 µM],-27,-3,-16,5[20 µM]
zfTRPN1 agonist,-1.0,-0.1,1.0,0.0,-2.0,-1.1,1.2,1.3,4.4,0.6
Tb hexokinase,5,-9,-6,-119,1,-1,-7,35,-20,-1
m-calpain inh,-3,11,-10,-8,-14,-14,-1,24,15,-53
KCC2 mod,0.11,1,0.65,0.24,-3*,-0.31,0.52,-0.23,0.025,1.4
thrombin 1536,2,1,-9,-1,-3,2,-6,22,2,-4
EBV gp42 block,-13,2,-1,-10,21,-11,-19,0,5,-8

#11 O=C(Nc1cccc(C(=O)N2CCN(Cc3ccccc3)CC2)c1)c1ccccc1
#12 CSCc1c(C(=O)NC2CCCc3ccccc32)oc2ccccc12 (stereo not drawn)
#13 CCOC(=O)CSC(C)C(=O)Nc1nnc(C(C)C)s1 (stereo not drawn)
#14 Cc1ccc(C)c(NC(=S)NNC(=O)c2csc(C(C)C)c2)c1
#15 Nc1cc(-c2ccccc2)nn1Cc1ccccc1
#16 COc1ccc2nc(N/C(N)=N/C(=S)Nc3ccccc3)nc(C)c2c1
#17 O=C(COc1ncnc2ccc(Br)cc12)N1CCOCC1
#18 O=C1C(c2ccccc2)SC(=Nc2ccccc2)N1S(=O)(=O)c1ccccc1 (stereo not drawn)
#19 COc1ccccc1CN(Cc1cc2c(C)ccc(C)c2[nH]c1=O)Cc1nnnn1Cc1ccco1
#20 CC(=O)/C(=N/Nc1ccc(Br)cc1)Sc1cccc2cccnc12
Assay by compound,11,12,13,14,15,16,17,18,19,20
TRPML3 ag,1.3,-1.3,0.4,-0.4,0.9,-0.6,0.8,0.2,0.4,-0.2
PPC-1+TRAIL kill,22,23,nt,-1,1,17,14,19,10,17
Furin inhibitor,20[20 µM],-16[20 µM],-23,-3[20 µM],-14,-20,-32,-6[20 µM],-25[20 µM],-5
zfTRPN1 agonist,5.0,-1.7,1.1,-0.6,2.4,-0.6,-0.6,0.8,-0.7,-1.8
Tb hexokinase,-6,-7,-2,13,10,-15,6,-10,-3,-4
m-calpain inh,-23,6,12,-5,15,-147,-3,54*,-59,-19
KCC2 mod,-1.9,-0.71,nt,13*,-0.66,-1.1,0.87,-0.043,-1.1,0.21
thrombin 1536,-5,-2,0,1,-1,-16,-1,-4,0,0
EBV gp42 block,9,-2,-12,-11,15,-20,-14,-16,-15,1

#21 CCOC(=O)C(NC(=O)c1ccccc1Cl)(Nc1ccc(C(F)(F)F)cc1)C(F)(F)F (stereo not drawn)
#22 COC(=O)c1ccccc1NC(=O)CCCn1nc([N+](=O)[O-])cc1C
#23 CN(C)S(=O)(=O)c1cccc(-c2cn3cccnc3n2)c1
#24 Cc1cccc(CS(=O)(=O)Cc2ccc(C(=O)O)o2)c1
#25 CC(C)CNc1nc(Oc2ccc(=O)n(C)n2)nc(N2CCOCC2)n1
#26 COc1ccc(CCNC(=O)C2CC2)cc1OC
#27 O=C(CSC1=Nc2ccccc2C2CC=NN12)Nc1ccc(F)cc1Cl (stereo not drawn)
#28 Cc1no[n+]([O-])c1COc1ccccc1/C=C1\NC(=S)NC1=O
#29 NCCCC[C@H](NC(=O)C1CCNCC1)c1nnc([C@@H](N)Cc2ccc(O)cc2)o1
#30 O=C(CCn1[nH]c(=O)c2ccccc2c1=O)N1CCOCC1
Assay by compound,21,22,23,24,25,26,27,28,29,30
TRPML3 ag,0.1,0.1,1.7,0.5,-0.4,0.2,-0.6,-0.6,0.4,0.0
PPC-1+TRAIL kill,-11,13,0,12,-12,-4,6,-6,-2,-16
Furin inhibitor,-9,-23,-39,-19[20 µM],-18,-16,-36,-5[20 µM],-31,-4[20 µM]
zfTRPN1 agonist,1.6,1.0,1.4,0.8,0.7,-0.1,0.3,-0.4,2.1,0.2
Tb hexokinase,4,-4,-15,-4,2,4,-5,-30,-9,-10
m-calpain inh,38,-8,i,-6,-16,-9,6,-48,3,-57
KCC2 mod,-0.47,0.17,0.44,-0.28,nt,-0.33,-0.16,-0.47,0.044,0.42
thrombin 1536,-6,-6,-2,2,-6,4,-3,0,1,-10
EBV gp42 block,6,-15,-6,0,1,-21,-12,-22,-9,-11

#31 CN1CCN(CC(O)(c2ccc(Cl)cc2)c2ccc(Cl)cc2)CC1
#32 CC(C)N1C(=O)C(Cc2nc3ccccc3c(=O)n2-c2ccccc2)c2ccccc21 (stereo not drawn)
#33 COc1ccc(C(=O)Nn2c(SCC(=O)NC3CCCCC3)nc3ccccc3c2=O)cc1
#34 CCOC(=O)c1c(CN(CC)CC)oc2cc(Br)c(O)cc12
#35 COc1ccc(C2OCC3(O)C(c4ccc(OC)c(OC)c4)OCC23)cc1OC (stereo not drawn)
#36 CC1CCCC(C)N1C(=O)Nc1cccc(Cl)c1 (stereo not drawn)
#37 COc1ccc2c(c1)CC/C(=C\C=C\c1ccccc1OC)C2=O
#38 COc1ccc(C2/C=C\CN(C(=O)Nc3ccccc3)CC(=O)N2Cc2ccc(F)cc2)cc1 (stereo not drawn)
#39 CC(C)C(=O)Nc1cccc(-c2csc(-c3ccccc3)n2)c1
#40 O=C(C1=C[C@@H]2[C@H]3C(=O)N(c4ccccc4)C(=O)[C@H]3[C@@H](C(=O)c3ccc(Cl)cc3)N2C=C1)c1ccccc1
Assay by compound,31,32,33,34,35,36,37,38,39,40
TRPML3 ag,2.5,0.1,1.5,1.2,nt,0.1,0.2,nt,0.0,1.0
PPC-1+TRAIL kill,3,1,48,12,6,31,12,13,19,8
Furin inhibitor,-18,-6[20 µM],-7[20 µM],-34,-18,-12,-30[20 µM],-24,-24,-18
zfTRPN1 agonist,3.7,-0.2,4.9,0.0,nt,0.0,-0.5,nt,-0.7,1.1
Tb hexokinase,13,1,1,-1,-12,6,0,-4,-4,-4
m-calpain inh,9,3,-47,-2,-10,-11,7,-9,27,-122
KCC2 mod,0.37,nt,0.77,nt,-0.41,nt,-0.13,-1.2,-0.6,0.98
thrombin 1536,-4,3,-6,-1,5,-3,0,5,-3,-13
EBV gp42 block,5,-26,-6,-9,-16,-1,-16,-24,-1,-1

#41 CCOC(=O)c1c(C)[nH]c(C)c1C(=O)COC(=O)c1cc2ccccc2cc1OC
#42 COc1nc2c(C)cccc2cc1-c1noc(-c2ccco2)n1
#43 CN1CCC(OC(=O)COc2ccccc2)CC1
#44 O=C(CN1CCNCC1)Nc1ccc(Oc2ccccc2)cc1
#45 CC(C)(CNC(=O)/C=C/c1ccc(F)cc1)CNC(=O)/C=C/c1ccc(F)cc1
#46 CC(C)(C)C1(c2ccccc2)NC(=O)N(CC(=O)N2CCOCC2)C1=O (stereo not drawn)
#47 COc1ccc(N2CCC(CNC(=S)Nc3c(C)cccc3C)C2)cc1 (stereo not drawn)
#48 Cc1cccnc1NS(=O)(=O)c1cccc([N+](=O)[O-])c1
Assay by compound,41,42,43,44,45,46,47,48
TRPML3 ag,0.4,1.5,0.1,1.4,0.1,0.4,0.0,0.3
PPC-1+TRAIL kill,12,19,35,10,-4,49,19,20
Furin inhibitor,-9,-23[20 µM],-14[20 µM],-4[20 µM],-9,-19[20 µM],-14,10
zfTRPN1 agonist,-1.7,0.4,-0.3,1.7,-1.7,0.2,0.8,-0.4
Tb hexokinase,20,-3,-4,4,-1,-1,-12,26
m-calpain inh,-14,-79,-7,0,25,17,-7,12
KCC2 mod,-0.62,0.6,0.37,-0.24,-1.3,0.48,-0.0094,-1.5
thrombin 1536,-5,-3,7,2,0,7,3,-10
EBV gp42 block,3,-34,-15,0,15,-18,-11,-2

Entries shown so far that contain a furan ring, fused or not, in the order listed:
#9 O=C1C=C(NNC(=O)c2cccnc2)CC(c2ccco2)C1 (stereo not drawn)
#10 NC(=O)c1cc2n(n1)C(C(F)(F)F)CC(c1ccco1)N2 (stereo not drawn)
#12 CSCc1c(C(=O)NC2CCCc3ccccc32)oc2ccccc12 (stereo not drawn)
#19 COc1ccccc1CN(Cc1cc2c(C)ccc(C)c2[nH]c1=O)Cc1nnnn1Cc1ccco1
#24 Cc1cccc(CS(=O)(=O)Cc2ccc(C(=O)O)o2)c1
#34 CCOC(=O)c1c(CN(CC)CC)oc2cc(Br)c(O)cc12
#42 COc1nc2c(C)cccc2cc1-c1noc(-c2ccco2)n1
Assay by compound,9,10,12,19,24,34,42
TRPML3 ag,3.6,0.6,-1.3,0.4,0.5,1.2,1.5
PPC-1+TRAIL kill,-1,36,23,10,12,12,19
Furin inhibitor,-16,5[20 µM],-16[20 µM],-25[20 µM],-19[20 µM],-34,-23[20 µM]
zfTRPN1 agonist,4.4,0.6,-1.7,-0.7,0.8,0.0,0.4
Tb hexokinase,-20,-1,-7,-3,-4,-1,-3
m-calpain inh,15,-53,6,-59,-6,-2,-79
KCC2 mod,0.025,1.4,-0.71,-1.1,-0.28,nt,0.6
thrombin 1536,2,-4,-2,0,2,-1,-3
EBV gp42 block,5,-8,-2,-15,0,-9,-34
